# Screens deposited in PubChem by Sanford-Burnham Center for Chemical Genomics.
# MPTP inh: inhibitors of mitochondrial permeability transition pore | isolated mouse mitochondria, Ca2+ swelling absorbance, 30 min | inhibition, % at 10 µM | 360,000 tested, 1.4% active | AID 602449;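 active = inhibition of 50% or more, scaled per plate between neutral and stimulator controls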;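 note: 0% = DMSO wells given calcium and 100% = 1 mM EGTA wells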
# * = called active by the depositor. The list is partial; the hit share may differ from the screen's.
SMILES,MPTP inh
Cc1cccc(C)c1-n1nnnc1C(c1ccnc2ccccc12)N1CCN(CCN(C)C)CC1 (stereo unspecified),-2.1
Cc1ccc2c(c1)CCO[C@@]21O[C@H](CCO)C[C@H](O)[C@H]1O,-2.1
COC(=O)c1c(-c2ccccc2)[nH]c(-c2nccc3ccccc23)c1C(=O)OC,-1.1
Cc1ccc([C@H]2N[C@]3(CCCN(Cc4ccccc4)C3=O)[C@H]3C(=O)N(Cc4ccccc4)C(=O)[C@@H]23)cc1,-1.1
CCCCNC(=O)C1(C)CCN1Cc1ccc(C(=O)OCC)cc1 (stereo unspecified),0.3
COCCN1C(=O)CCC1(C)C(=O)NC1CCCC1 (stereo unspecified),-0.5
COc1cccc(C=C(C#N)C(=O)c2ccccc2)c1,-1.5
Cc1noc(C)c1S(=O)(=O)N(C)C[C@H]1OCCCC[C@@H](C)Oc2ccc(NS(=O)(=O)c3cn(C)cn3)cc2C(=O)N([C@H](C)CO)C[C@@H]1C,1.7
Cc1cccc(S(=O)(=O)NC(=O)C2(C)CCN2C(=O)c2c(C)noc2C)c1 (stereo unspecified),0.7
O=C(/C=C/[C@H]1O[C@@H](n2ccc(=O)[nH]c2=O)[C@H](O)[C@@H]1O)N[C@@H](Cc1ccccc1)C(=O)O,-0.8
CC(C(=O)N1CCCC1)N(c1ccc(Cl)cc1)S(C)(=O)=O (stereo unspecified),-0.4
CC(=O)Nc1cccc(OCc2ccc([N+](=O)[O-])cc2)c1,1.1
COCCNC(=O)c1ccc(N2CC3CC(C2)c2cccc(=O)n2C3)c(NC(=O)c2ccc(C(C)(C)C)cc2)c1 (stereo unspecified),-1.0
O=C(Nc1nnc([C@@H]2C[C@H](O)[C@@H](CO)O2)s1)NC(c1ccccc1)c1ccccc1,-1.6
COc1ccc(-c2ccc(C(=O)NCC(C)C)c3occc23)c(C)c1,0.2
CCCCNC(=O)C1(C)CCN1C(=O)c1ccccc1Br (stereo unspecified),-0.1
N#CC1C(=O)NC(=O)C(C#N)C12CCCC2 (stereo unspecified),0.4
C=CCN1CCN(c2ccncc2S(=O)(=O)N2CCN(C)CC2)CC1,0.3
O=c1[nH]c(SCCc2ccccc2)nc2c1CCC2,-0.7
CO[C@@H]1CN(C)C(=O)c2cc(NS(=O)(=O)c3ccc(C)cc3)ccc2OC[C@H](C)N(Cc2nccs2)C[C@H]1C,-1.3
C=Cc1ccc(CC2(C)C(=O)Nc3c(Cl)cccc32)cc1 (stereo unspecified),2.4
COc1cccc(NC(=O)C2(C)CCCN2C(=O)C(C)C)c1OC (stereo unspecified),-1.4
COc1cc(CN2C[C@@H](CO)O[C@@H](n3cnc4c(N(C)C)ncnc43)C2)cc(OC)c1OC,-0.6
O=C(Nc1ccc2c(c1)OCO2)c1cc(C2CCCCN2C(=O)c2ccccc2)on1 (stereo unspecified),0.6
OC[C@@H]1CN(Cc2cccs2)C[C@H](n2cnc3c(N4CCN(c5ccccc5)CC4)ncnc32)O1,0.2
O=S1(=O)C[C@H](N2CCCC2)[C@@H](COCc2ccccc2)N1,-1.5
COc1ccccc1CNC(=O)C1(C)CCCCN1C (stereo unspecified),4.3
COc1cccc(C2=Cc3ccc(F)cc3C(CC(C)=O)N2c2ccc(C#CC3(O)CCCCC3)cc2)c1 (stereo unspecified),2.2
CC(C)(C(=O)N1CCC1(C)C(=O)NS(=O)(=O)c1cccc(C#N)c1)c1ccccc1 (stereo unspecified),-0.9
O=S(=O)(c1cnccc1N1CCN(CCO)CC1)N1CCCC1,0.0
Cc1cc(C(=O)N2CCC2(C)C(=O)Nc2cc(C(C)(C)C)nn2C)nn1C (stereo unspecified),0.1
O=C(NCc1ccc(F)cc1)c1cc(C2CCCCN2S(=O)(=O)Cc2ccccc2)on1 (stereo unspecified),-1.2
COc1ccc(CNC(=O)c2ccc(-c3c(C)noc3C)c3ccoc23)cc1OC,-1.5
Cn1c2c(c(=O)n(C)c1=O)CS(=O)c1ccccc1N2 (stereo unspecified),0.0
CCN(CC)C(=O)C1=C(C)N(Cc2ccc(C(C)(C)C)cc2)C(=O)C(CC(=O)NC2CCCCC2)C1 (stereo unspecified),-0.7
COC(=O)[C@@]1(Cc2ccc(F)cc2)[C@H]2c3cc(C(=O)N(C)C)n(Cc4ccc(C)o4)c3C[C@H]2CN1C(=O)c1ccccc1,-0.2
O=C(NCc1ccccc1)/C(=C\c1cccc([N+](=O)[O-])c1)NC(=O)c1ccco1,2.0
COc1ccc(-c2csc(C(O)c3ccc(OC)cc3)n2)cc1 (stereo unspecified),4.9
COc1ccccc1CNC(=O)Nc1nc(C(N)Cc2ccc(Cl)cc2)cs1 (stereo unspecified),2.5
COC(=O)[C@H]1C[C@@]2(O)CN(S(=O)(=O)c3ccc(C)cc3)C[C@@]2(OC(=O)NC2CC2)C[C@H]1C(=O)OC,1.6
CC1(C(=O)Nc2ccc3c(c2)OCO3)CCN1C(=O)C1(c2ccc(Cl)cc2)CC1 (stereo unspecified),0.9
COc1ccc(NC(=O)c2cc(-c3cc(Cl)ccc3C)n[nH]2)cn1,2.2
CC(C)Oc1cccc(NC(=O)C2(C)CCCN(C)C2)c1 (stereo unspecified),-0.8
CC1(C(=O)NS(=O)(=O)c2cccc(C#N)c2)CCN1C(=O)c1ccco1 (stereo unspecified),-1.8
O=C(O)c1ccc(CN2C[C@@H](CO)O[C@@H](n3cnc4c(NCc5ccc(F)cc5)ncnc43)C2)cc1,-0.7
COc1cccc(-c2cc(N3CCN(C(=O)c4ccoc4)CC3)n3nc(-c4cccc(Cl)c4)cc3n2)c1,1.2
C[C@]12CC[C@H](O)CC1=CCC1C2CC[C@@]2(C)C1CC[C@@H]2NCc1ccccc1 (stereo partly specified),0.5
C[C@@H]1CN([C@@H](C)CO)C(=O)CCCn2nncc2CO[C@H]1CN(C)Cc1cccnc1,-1.3
Cc1cccc(C)c1-n1nnnc1C(c1ccnc2ccccc12)N1CCN(c2ccccc2F)CC1 (stereo unspecified),-1.0
CC(=O)c1ccc(NS(=O)(=O)c2cccc3cccnc23)cc1,0.0
CCc1nc2ccc(C(=O)NCCc3c[nH]c4ccccc34)cn2c1N(C)Cc1ccc(N(C)C)cc1,1.7
C[C@@H]1CN([C@H](C)CO)C(=O)CCCn2nncc2CO[C@H]1CN(C)CC1CC1,0.7
Cn1cccc1CN1CCC[C@]2(N[C@H](c3ccccc3)[C@@H]3C(=O)N(Cc4ccccc4)C(=O)[C@@H]32)C1=O,-0.6
CC(C)(C)Cc1c(-c2ccco2)nc2ccc(Cl)cn12,2.6
C#CCN1CCc2onc(-c3ccc(Br)cc3)c2C1=O,-0.3
CNc1cncc(-c2ccc(F)cc2F)n1,0.2
CCc1ccc(CCC(=O)N2CCN(S(=O)(=O)c3ccc(Br)cc3)CC2)cc1,-0.2
O=C(NCCNC(=O)c1cccnc1)c1cccnc1,0.1
Cc1ccc(-c2cnc3c(Nc4cccc(OC(F)(F)C(F)F)c4)nccn23)cc1,0.5
COC(=O)[C@@]12C[C@@H](CC(=O)NCc3cccs3)C(=O)N(Cc3ccc4c(c3)OCO4)C1=CCC(C)(C)C2,-0.8

# Further records
SMILES,MPTP inh
CN(C)c1ccc(CN2CCC(C(=O)NC(c3ccc(Cl)cc3)c3cnccn3)CC2)cc1 (stereo unspecified),0.5
COc1ccc(CN2C[C@H]3CON(C)[C@H]3C[C@H]2c2ccc(-c3ccccc3)cc2)cc1,1.3
Nc1sccc1C(=O)NCCN1CCOCC1,-0.4
COc1ccc(OC(=O)N(C)C[C@@H]2OCc3cn(nn3)CCCC(=O)N([C@@H](C)CO)C[C@H]2C)cc1,-0.2
N#Cc1cnn(-c2ccc([N+](=O)[O-])cc2[N+](=O)[O-])c1N,0.9
Nc1nc2c(ncn2[C@@H]2O[C@H](CNS(=O)(=O)c3cccnc3)[C@@H](O)[C@H]2O)c(=O)[nH]1,0.5
O=C(NCCN1CCOCC1)c1ccccc1N1C(=O)[C@@H]2Cc3c([nH]c4ccccc34)C(c3cccc(Cl)c3)N2C1=O (stereo partly specified),0.2
C=CCOc1cccc(C2C(C(=O)c3ccc(C)o3)=C(O)C(=O)N2CCN2CCOCC2)c1 (stereo unspecified),0.7
O=C(CSC1=NCCS1)N1N=C(c2cccs2)CC1c1ccc(F)cc1 (stereo unspecified),-1.4
O=C(C[C@H]1C(=O)N(c2ccc(Br)cc2)C[C@@H]1Cc1ccccc1)Nc1ccccc1,-2.0
CCc1ccc(C(O)c2ncc(-c3ccccc3Cl)[nH]2)cc1 (stereo unspecified),3.5
Nc1nc(N)c(N=O)c(Nc2cccc(Cl)c2)n1,-0.1
C[C@H](CO)N1C[C@H](C)[C@@H](CN(C)Cc2ccncc2)OCCCC[C@H](C)Oc2ccc(NC(=O)CCCN(C)C)cc2C1=O,-0.4
Cc1cc(O)ccc1-c1cc(C(=O)NCc2cc(C(F)(F)F)cc(C(F)(F)F)c2)[nH]n1,1.3
COC(=O)[C@H]1C[C@@]2(O)CN(S(=O)(=O)c3ccc(C)cc3)C[C@@]2(OC(=O)NCc2ccccc2)C[C@H]1C(=O)OC,-0.3
CCOC(=O)[C@]12CCCC=C1N(Cc1cccc3ccccc13)C(=O)[C@H](CC(=O)NCCCOC)C2,0.5
CCCCN(C)c1c(C)nc2ccc(C(=O)NCCOc3ccc(OC)cc3)cn12,95.6*
CCOC(=O)C1(C)NC(c2ccc(OC)c(OC)c2)C2C(=O)N(c3cccc(C(C)=O)c3)C(=O)C21 (stereo unspecified),-0.6
CCOC(=O)c1ccc(NC(=O)c2ncn3c2C(=O)N[C@H](C)C3)cc1,0.1
NC(=S)c1ccc(OCCCc2ccccc2)cc1,1.8
COc1cccc(-c2c(-c3ccccc3OC)ncn2Cc2cccc(-c3ccccc3)c2)c1,-0.2
CCOc1ccc(Cl)cc1-c1cc(C(=O)Nc2ccc(OC)cc2OC)[nH]n1,2.8
COC(=O)[C@@]12C[C@@H](CC(=O)NCc3ccc(C)o3)C(=O)N(Cc3ccc4c(c3)OCO4)C1=CCC(C)(C)C2,-2.6
Cc1ccc(Cc2c(-c3ccc(C#N)cc3)nc3c(C)cc(Br)cn23)cc1,-1.9

# Retrieved by structure from above, 5 records:
SMILES,MPTP inh
Cc1cc(O)ccc1-c1cc(C(=O)NCc2cc(C(F)(F)F)cc(C(F)(F)F)c2)[nH]n1,1.3
CCOC(=O)C1(C)NC(c2ccc(OC)c(OC)c2)C2C(=O)N(c3cccc(C(C)=O)c3)C(=O)C21 (stereo unspecified),-0.6
NC(=S)c1ccc(OCCCc2ccccc2)cc1,1.8
CCOc1ccc(Cl)cc1-c1cc(C(=O)Nc2ccc(OC)cc2OC)[nH]n1,2.8
CCOC(=O)c1ccc(NC(=O)c2ncn3c2C(=O)N[C@H](C)C3)cc1,0.1

# The list goes on:
SMILES,MPTP inh
Cc1ccc2c(CN3CCN(c4ccccc4F)CC3)cc(=O)oc2c1,0.9
S=C1SCCCN1Cc1ccc(Cl)cc1,-0.4
COc1ccccc1Cc1c(-c2ccc(F)cc2)nc2ccc(Br)cn12,-1.0
CN1CCN(C(=O)c2cccc(-c3ccc4nncn4c3)c2)CC1,-0.1
CCOC1(OCC)OC(c2ccccc2)=C(C#N)C(C=Cc2ccccc2)C1(OCC)OCC (stereo unspecified),4.3
C[C@@H]1COc2cc(N3CCC[C@@H]3CO)ccc2S(=O)(=O)N1,-0.7
CCCCc1ccc(S(=O)(=O)NC(=O)C2(C)CCN2C(=O)CCc2cccs2)cc1 (stereo unspecified),0.5
C(=Cc1nc2ccccc2o1)c1ccc2c(c1)OCO2,1.1
COc1ccc(-c2nc3ccccc3n(CC(C)C)c2=O)cc1,-0.8
CCC(C)C(CO)NCCCn1ccc(NC(=O)OCc2ccccc2)nc1=O (stereo unspecified),-0.2
Cc1ccc(S(=O)(=O)Nc2nc(CN3CCOCC3)nc3sc(C(=O)O)c(C)c23)cc1,-0.3
COc1cccc(C(NC(C)=O)c2nc(-c3cccc(O)c3)cs2)c1 (stereo unspecified),0.0
COc1ccccc1N1CCN(C(=O)C(=O)c2cccc([N+](=O)[O-])c2)CC1,0.7
Cc1ccccc1NC(=O)Cc1nc(COC(=O)Cc2cccc(C(F)(F)F)c2)cs1,1.6
COc1ccccc1NC(=O)Nc1nc(C(N)C(C)C)cs1 (stereo unspecified),1.1
CCOC(=O)C1=CCN(S(=O)(=O)c2ccccc2Br)C1c1ccccc1 (stereo unspecified),-0.9
Cc1cc(NC(=O)Nc2cccc(Cl)c2)no1,17.4
CC1(C(=O)Nc2ccc3c(c2)OCO3)CCN1C(=O)Cc1cccc2ccccc12 (stereo unspecified),-2.1
NC(c1ccc(F)c(F)c1)c1nc(-c2cncnc2)cs1 (stereo unspecified),1.0
CC(C)(Cc1nc2ccccc2[nH]1)c1nc2ccccc2[nH]1,0.4
CC(c1nc2ccccc2[nH]1)n1c(=O)c(-c2cccnc2)nc2ccccc21 (stereo unspecified),-1.1
O=c1c(-c2cccs2)nc2ccccc2n1C(c1ccccn1)c1nc2ccccc2[nH]1 (stereo unspecified),3.7
COc1ccc(C(=O)N2CCCCC2c2cc(C(=O)NCc3ccc(Cl)c(Cl)c3)no2)cc1 (stereo unspecified),1.6
CCCCN1CCCCC1(C)C(=O)NCc1ccc2c(c1)OCO2 (stereo unspecified),1.1

# Among those listed so far, 7 contain a thiophene ring, fused or not:
SMILES,MPTP inh
OC[C@@H]1CN(Cc2cccs2)C[C@H](n2cnc3c(N4CCN(c5ccccc5)CC4)ncnc32)O1,0.2
COC(=O)[C@@]12C[C@@H](CC(=O)NCc3cccs3)C(=O)N(Cc3ccc4c(c3)OCO4)C1=CCC(C)(C)C2,-0.8
Nc1sccc1C(=O)NCCN1CCOCC1,-0.4
O=C(CSC1=NCCS1)N1N=C(c2cccs2)CC1c1ccc(F)cc1 (stereo unspecified),-1.4
CCCCc1ccc(S(=O)(=O)NC(=O)C2(C)CCN2C(=O)CCc2cccs2)cc1 (stereo unspecified),0.5
Cc1ccc(S(=O)(=O)Nc2nc(CN3CCOCC3)nc3sc(C(=O)O)c(C)c23)cc1,-0.3
O=c1c(-c2cccs2)nc2ccccc2n1C(c1ccccn1)c1nc2ccccc2[nH]1 (stereo unspecified),3.7
